CTSL1 counter = cathepsin L1 inhibition, PFM18AAP counter-screen | recombinant F. hepatica cathepsin L1, Z-Leu-Arg-MCA fluorescence | inhibition, % at 5.96 µM | hit rate 0.49% among 300,000;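 active = inhibition above the mean of all tested compounds plus 3 SD, set per screening campaign, cut at about 17% in these data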;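 note: 0% = plate median of test compound wells and 100% = 1 µM Z-Phe-Ala-diazomethylketone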
TPT1 inh = inhibitors of Candida albicans tRNA 2'-phosphotransferase TPT1. recombinant caTPT1, FP RNA substrate dephosphorylation. inhibition, % at 5 µM. hit rate 0.81% among 300,000;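 active = inhibition above the mean of all tested compounds plus 3 SD, set per screening campaign, cut at about 24% in these data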;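 note: plate controls were DMSO alone for no effect and ferristatin control at 100 nM for full effect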
proCasp7 act = counter-screen for procaspase-3 activators: activators of human procaspase-7. P55210. recombinant procaspase-7, Ac-DEVD-pNA absorbance 405 nm; D23A/D198A/D206A triple mutant, cannot self-cleave; scale: DMSO 0, 5 µM enzyme 100. activation, % at 8.5 µM. hit rate 0.093% among 330,000. AID 463210;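 active = percent activation above the screen-wide mean plus 3 SD, cut at about 25% in these data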
Target sequence (P55210 whole entry D23A/D198A/D206A): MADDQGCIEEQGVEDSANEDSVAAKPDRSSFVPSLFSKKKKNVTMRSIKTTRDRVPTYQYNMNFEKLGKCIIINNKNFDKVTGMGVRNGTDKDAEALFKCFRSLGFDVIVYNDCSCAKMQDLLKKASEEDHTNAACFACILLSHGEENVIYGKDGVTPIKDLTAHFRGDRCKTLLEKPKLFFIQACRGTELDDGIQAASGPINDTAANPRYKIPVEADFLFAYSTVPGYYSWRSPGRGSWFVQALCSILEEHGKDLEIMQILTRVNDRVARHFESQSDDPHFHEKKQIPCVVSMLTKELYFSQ
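System: Procaspase-7 triple mutant (PC-7 D3A); measure: % activation from two-timepoint absorbance difference, scaled to controls; times: 1 h compound preincubation, 2 h substrate cleavage, 25 °C; also added: Ac-DEVD-pNA substrate, 400 µM as added; measured by: Epi-absorbance of released pNA at 405 nm, two timepoints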
PP1 inh = PP1-alpha (human) inhibition in PP5 counter-screen; AID 2235; hit rate 0.9% among 320,000; purified PP1alpha, OMFP fluorescence; inhibition, % at 6.7 µM;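 active = inhibition above the mean inhibition of all tested compounds plus 3 SD, computed separately for each screening campaign, cut at about 15% in these data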
Target sequence (P62136 whole entry, looked up): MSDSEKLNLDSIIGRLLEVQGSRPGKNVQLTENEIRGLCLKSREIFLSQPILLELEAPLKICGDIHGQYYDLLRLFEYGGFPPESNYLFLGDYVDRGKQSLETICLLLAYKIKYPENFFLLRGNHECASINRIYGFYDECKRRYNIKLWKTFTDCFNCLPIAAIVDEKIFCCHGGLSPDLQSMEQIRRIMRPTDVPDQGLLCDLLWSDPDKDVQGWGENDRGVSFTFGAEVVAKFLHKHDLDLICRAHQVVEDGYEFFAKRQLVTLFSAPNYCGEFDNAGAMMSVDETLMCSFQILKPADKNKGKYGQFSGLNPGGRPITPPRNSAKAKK
Efflux pump mplx = inhibitors of Candida antifungal efflux pumps expressed in yeast; hit rate 0.44% among 330,000; AID 485275; inhibition, % at 10 µM; S. cerevisiae Candida pump triplex, Nile Red efflux;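 active = plate passing quality check with inhibition over a set limit, or well fluorescence over plate mean plus 4 SD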;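 note: Nile Red retained in pooled yeast measured as flow cytometry median fluorescence; 0% = buffer negative control and 100% = Enniatin B positive control; higher means more Nile Red kept so more efflux inhibition; some compounds called inactive have numbers as strong as hits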
GASC-1 inh = blocks human GASC-1 demethylase activity | Q9H3R0 | GST-JMJD2C(1-420) H3K9me3 demethylation, DELFIA europium | inhibition, % at 2.35 µM | hit rate 0.069% among 330,000;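 active = more than half of a compound's replicate wells show inhibition beyond 50%, single wells judged on their own value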;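 note: signal counts dimethyl H3K9 product captured on neutravidin plate; 0% = median of DMSO wells and 100% = 0.3 times that DMSO median; strong numbers were not always called active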
Target sequence (Q9H3R0 1-420 limits assumed): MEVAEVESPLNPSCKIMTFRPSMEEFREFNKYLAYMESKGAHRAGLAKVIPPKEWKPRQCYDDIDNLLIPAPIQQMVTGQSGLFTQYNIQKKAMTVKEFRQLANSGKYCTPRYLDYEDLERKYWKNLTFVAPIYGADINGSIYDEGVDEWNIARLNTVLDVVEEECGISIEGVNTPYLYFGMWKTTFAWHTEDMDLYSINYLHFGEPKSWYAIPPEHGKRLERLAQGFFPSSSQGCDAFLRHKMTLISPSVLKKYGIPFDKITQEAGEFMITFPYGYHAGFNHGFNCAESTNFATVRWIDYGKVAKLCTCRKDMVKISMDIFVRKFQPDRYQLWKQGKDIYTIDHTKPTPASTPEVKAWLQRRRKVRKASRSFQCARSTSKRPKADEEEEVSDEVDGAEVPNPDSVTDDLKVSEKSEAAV
PP5 primary = PP5 (human) phosphatase inhibition; P53041; purified PP5c, OMFP substrate fluorescence; inhibition, % at 6.7 µM; hit rate 0.18% among 320,000;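 active = inhibition above the campaign's mean inhibition across all tested compounds plus 3 SD, cut at about 9.5% in these data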;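 note: 0% = DMSO only and 100% = 100 µM cantharidin control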
core dimer inh = blocks dimerization of HCV core protein. TR-FRET GST/Flag-core106 dimerization, 1536-well. inhibition, % at 5 µM. hit rate 0.33% among 300,000;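 active = inhibition above the mean of all tested compounds plus 3 SD, set per screening campaign, cut at about 45% in these data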
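Material: Tagged HCV core106 pair (GST and Flag) | Amount: GST-core106 13.5 nM, Flag-core106 17 nM | Medium: KF-containing HEPES buffer, pH 7.45, DTT, CHAPS, BSA | Reagent: Eu donor and XL665 acceptor anti-tag antibodies | Schedule: 4 h at 22.5 °C | Technique: Time-resolved FRET, ex 340 nm, em 617 and 671 nm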
proCasp3 act = activators of human procaspase-3 | recombinant procaspase-3 D3A, Ac-DEVD-pNA absorbance 405 nm | P42574 | AID 463141 | hit rate 0.11% among 330,000 | activation, % at 8.5 µM;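 active = activation above the mean of all tested compounds plus 3 SD, cut at about 21% in these data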;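 note: 0% = DMSO alone and 100% = DMSO wells spiked with extra 5 µM PC-3 D3A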
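material = Procaspase-3 D3A mutant | probe or stimulus = Ac-DEVD-pNA | compound = single dose, 8.5 µM nominal compound, 0.8% DMSO | timing = 1 h preincubation, 2 h reaction | measured by = 405 nm absorbance of p-nitroaniline, reads at 0 and 120 min | benchmarks = DMSO-only low control, 5 µM PC-3 D3A high control | repeats = singlicate, each compound tested once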
Numbers without * were called inactive. Rows are unselected. About 2.9% of those tested had a hit in this group.

For O=C1OC(c2ccccc2)C2(CCCC2)C(=O)C12CCCC2 (configuration not stated) the results were CTSL1 counter 0, TPT1 inh -2, proCasp7 act -1, PP1 inh 1, Efflux pump mplx -0.3, GASC-1 inh 0, PP5 primary 3.3, core dimer inh -14 and proCasp3 act -4.
Screening O=C1CN(C(=O)COc2ccccc2Cl)c2ccccc2N1 returned proCasp7 act 1, PP1 inh -6, Efflux pump mplx 0.3, GASC-1 inh 6, PP5 primary 0.0 and proCasp3 act 4.
`CN1CCN(NC(=O)c2ccc(S(=O)(=O)N3CC4(C)CC3CC(C)(C)C4)cc2)CC1` (configuration not stated) gave CTSL1 counter -4, TPT1 inh 0, proCasp7 act 4, PP1 inh -5, Efflux pump mplx 0.0, GASC-1 inh 3, PP5 primary 3.2, core dimer inh 0 and proCasp3 act -1.
`COCCNC(=O)C(c1ccccc1)N(C(=O)Cn1nnc2ccccc21)c1cccnc1` (configuration not stated) gave CTSL1 counter 0, TPT1 inh -2, proCasp7 act 7, PP1 inh 3, Efflux pump mplx 0.1, GASC-1 inh -13, PP5 primary 0.4, core dimer inh -8 and proCasp3 act -6.
Screening CS(=O)(=O)N1CCCC(C(=O)Nc2ccc(F)cc2)C1 (configuration not stated) returned CTSL1 counter -3, TPT1 inh 0, proCasp7 act 1, PP1 inh 1, Efflux pump mplx -0.1, GASC-1 inh -12, PP5 primary -1.0, core dimer inh 2 and proCasp3 act -3.
`CC1CN(C(=O)CCC(=O)NCCCN2C(C)CCCC2C)c2ccccc2O1` (configuration not stated) gave CTSL1 counter 6, TPT1 inh -4, proCasp7 act 5, PP1 inh -2, Efflux pump mplx 0.1, GASC-1 inh 5, PP5 primary -1.9, core dimer inh -24 and proCasp3 act 2.
For CCOC(=O)c1cc(C)sc1N1C(=O)C2C3C=CC(C3)C2C1=O (configuration not stated) the results were CTSL1 counter 2, TPT1 inh 0, proCasp7 act 7, PP1 inh -3, Efflux pump mplx 0.1, GASC-1 inh 0, PP5 primary -1.1, core dimer inh 0 and proCasp3 act 4.
For CCOCCCNc1nc(-c2ccccc2)nc2ccccc12 the results were CTSL1 counter 1, TPT1 inh 0, proCasp7 act 6, PP1 inh 3, Efflux pump mplx 0.1, GASC-1 inh 0, PP5 primary 3.6, core dimer inh 0 and proCasp3 act 10.
Screening COc1ccc(-c2oc3ccc(-c4cc(OC)c(OC)c(OC)c4)cc3c2-c2ccc(OC)nc2)cc1 returned CTSL1 counter 0, TPT1 inh -2, proCasp7 act -3, PP1 inh -3, Efflux pump mplx 0.6, GASC-1 inh -2, PP5 primary 2.0, core dimer inh -3 and proCasp3 act -4.
O=C(N/N=C/c1ccco1)c1cc2ccccc2o1 was read as CTSL1 counter 5, TPT1 inh 1, proCasp7 act 5, PP1 inh -5, Efflux pump mplx 0.0, GASC-1 inh 6, PP5 primary 0.9, core dimer inh 1 and proCasp3 act 1.
Screening CC1CCCCC1NC(=O)CSc1nnc(-c2ccncc2)n1CCCN(C)C (configuration not stated) returned CTSL1 counter -2, TPT1 inh -2, proCasp7 act -3, PP1 inh -2, Efflux pump mplx 0.0, GASC-1 inh 9, PP5 primary 1.7, core dimer inh 0 and proCasp3 act 5.
`COc1nc(-c2ccccc2)ccc1-c1noc(-c2ccccc2)n1` gave CTSL1 counter -2, TPT1 inh -1, proCasp7 act -1, PP1 inh 0, Efflux pump mplx 0.1, GASC-1 inh 6, PP5 primary 0.5, core dimer inh 13 and proCasp3 act 4.
`CCOC(=O)C1CCN(c2ncnc3cc(OC)c(OC)cc23)CC1` gave CTSL1 counter 0, TPT1 inh -1, proCasp7 act 1, PP1 inh -4, Efflux pump mplx 0.0, GASC-1 inh -3, PP5 primary 1.2, core dimer inh 1 and proCasp3 act 10.
For COc1ccc(N(CC(=O)N/N=C/c2cc(OC)ccc2OC)S(=O)(=O)c2ccccc2)cc1 the results were CTSL1 counter 1, TPT1 inh 1, proCasp7 act 3, PP1 inh 2, Efflux pump mplx 0.5, GASC-1 inh -13, PP5 primary 5.7, core dimer inh 22 and proCasp3 act 8.
Screening CN(CCCC(=O)NCc1ccccc1)S(=O)(=O)c1ccc([N+](=O)[O-])cc1 returned CTSL1 counter 3, TPT1 inh -3, proCasp7 act 3, PP1 inh -1, Efflux pump mplx 0.0, GASC-1 inh 3, PP5 primary 1.2, core dimer inh 13 and proCasp3 act -2.
Screening COCCN(C(=O)CC(C)(C)C)c1nnc(-c2cccnc2)s1 returned CTSL1 counter -2, TPT1 inh 2, proCasp7 act -2, PP1 inh -3, Efflux pump mplx 0.3, GASC-1 inh -7, PP5 primary 3.3, core dimer inh 7 and proCasp3 act 11.
`COc1ccc2c(C=Nc3c(C)n(C)n(-c4ccccc4)c3=O)c(O)n(Cc3ccco3)c(=O)c2c1` gave CTSL1 counter 2, TPT1 inh 16, proCasp7 act -14, PP1 inh 4, Efflux pump mplx 0.3, GASC-1 inh -10, PP5 primary 4.6, core dimer inh 12 and proCasp3 act 2.
For O=C(C1=C(O)C(=O)N(CC2CCCO2)C1c1cccc(O)c1)c1ccco1 (configuration not stated) the results were CTSL1 counter 4, TPT1 inh 2, proCasp7 act -12, PP1 inh -2, Efflux pump mplx -0.2, GASC-1 inh 4, PP5 primary -2.3, core dimer inh 10 and proCasp3 act -1.
NS(=O)(=O)c1ccc(CCNC(=O)CCC(=O)c2cccs2)cc1 was read as proCasp7 act -3, PP1 inh 0, Efflux pump mplx 0.1, GASC-1 inh 3, PP5 primary -1.2 and proCasp3 act -1.
Screening COc1ccc(NC(=O)CC2C(=O)N(C)C(=S)N2Cc2cccs2)cc1 (configuration not stated) returned CTSL1 counter 3, TPT1 inh 2, proCasp7 act -14, PP1 inh -2, Efflux pump mplx 0.2, GASC-1 inh 6, PP5 primary 0.7, core dimer inh -2 and proCasp3 act 8.
Screening CCC(CC)NC(=O)COC(=O)CCC(=O)c1ccc(Cl)cc1 returned CTSL1 counter -38, TPT1 inh -3, proCasp7 act -8, PP1 inh 13, Efflux pump mplx 0.4, GASC-1 inh -18, PP5 primary 1.1, core dimer inh 3 and proCasp3 act 0.
`COc1ccc(/C=N/Nc2nc(N3CCCC3)nc(N3CCCC3)n2)cc1O` gave CTSL1 counter 3, TPT1 inh -3, proCasp7 act 1, PP1 inh -2, Efflux pump mplx 0.0, GASC-1 inh 18, PP5 primary 2.6, core dimer inh -7 and proCasp3 act -4.
`CS(=O)(=O)c1ccc(Cl)c(NC(=O)c2cc(=O)[nH]c3ccc(S(=O)(=O)N4CCOCC4)cc23)c1` gave CTSL1 counter -4, TPT1 inh -1, proCasp7 act -3, PP1 inh -3, Efflux pump mplx -0.1, GASC-1 inh 18, PP5 primary -1.3, core dimer inh -2 and proCasp3 act 5.
`Cc1ccc(NC(=O)NCCCN2CCCC2=O)cc1Cl` gave CTSL1 counter -1, TPT1 inh 1, proCasp7 act 9, PP1 inh -1, Efflux pump mplx -4.8, GASC-1 inh 5, PP5 primary 1.8, core dimer inh -2 and proCasp3 act 1.
`Cc1cc(Cl)c(S(=O)(=O)Nc2ccccn2)cc1OCC(N)=O` gave CTSL1 counter 3, TPT1 inh -6, proCasp7 act 4, PP1 inh 0, Efflux pump mplx -0.1, GASC-1 inh 4, PP5 primary -1.7, core dimer inh -4 and proCasp3 act 0.
Screening COc1cc(C(C)=O)ccc1OCC(=O)NCC(c1ccc(F)cc1)N1CCOCC1 (configuration not stated) returned proCasp7 act 8, Efflux pump mplx -0.2, GASC-1 inh 4 and proCasp3 act 2.
`CCOC(=O)c1cc(-c2ccccc2)sc1NC(=O)CN1C(=O)c2ccccc2C1=O` gave CTSL1 counter 0, TPT1 inh 2, proCasp7 act -1, PP1 inh 3, Efflux pump mplx 0.0, GASC-1 inh 1, PP5 primary -1.0, core dimer inh 11 and proCasp3 act 5.
For Nc1ccc(S(=O)(=O)N2CCOCCOCCOCCOCCOCC2)cc1 the results were CTSL1 counter -7, TPT1 inh 2, proCasp7 act 8, PP1 inh 0, Efflux pump mplx 0.2, GASC-1 inh 5, PP5 primary 3.0, core dimer inh -6 and proCasp3 act -23.
For COC(=O)c1sc(NC(=O)COc2c(C)cccc2C)nc1C the results were CTSL1 counter -2, TPT1 inh 1, proCasp7 act 18, PP1 inh -6, Efflux pump mplx 0.2, GASC-1 inh -4, PP5 primary 2.8, core dimer inh -3 and proCasp3 act -2.
Screening Cc1ccccc1NS(=O)(=O)c1ccc(C(=O)NCC(c2ccco2)N(C)C)cc1 (configuration not stated) returned CTSL1 counter 1, TPT1 inh -3, proCasp7 act 13, PP1 inh -4, Efflux pump mplx 0.0, GASC-1 inh 42, PP5 primary -0.6, core dimer inh -2 and proCasp3 act -2.

A section from further up:
Screening CCC(CC)NC(=O)COC(=O)CCC(=O)c1ccc(Cl)cc1 returned CTSL1 counter -38, TPT1 inh -3, proCasp7 act -8, PP1 inh 13, Efflux pump mplx 0.4, GASC-1 inh -18, PP5 primary 1.1, core dimer inh 3 and proCasp3 act 0.
`COc1ccc(/C=N/Nc2nc(N3CCCC3)nc(N3CCCC3)n2)cc1O` gave CTSL1 counter 3, TPT1 inh -3, proCasp7 act 1, PP1 inh -2, Efflux pump mplx 0.0, GASC-1 inh 18, PP5 primary 2.6, core dimer inh -7 and proCasp3 act -4.

More structures:
For O=C1NC(c2cccs2)Nc2ccccc21 (configuration not stated) the results were CTSL1 counter -1, TPT1 inh -1, proCasp7 act 8, PP1 inh -3, Efflux pump mplx -0.1, GASC-1 inh 7, PP5 primary 2.6, core dimer inh -4 and proCasp3 act 1.
Screening CC(=O)c1cc(F)c(N2CCN(C(=O)c3ccco3)CC2)cc1C returned CTSL1 counter -4, TPT1 inh -4, proCasp7 act -5, PP1 inh 0, Efflux pump mplx 0.0, GASC-1 inh 3, PP5 primary 3.2, core dimer inh 5 and proCasp3 act 7.
For COc1ccc(CCn2cnc3c([nH]c4ccccc43)c2=O)cc1 the results were CTSL1 counter 0, TPT1 inh 1, proCasp7 act -14, PP1 inh -2, Efflux pump mplx 0.0, GASC-1 inh 7, PP5 primary 1.9, core dimer inh -2 and proCasp3 act -1.
For Cc1cccc(C(=O)N2CCN(c3ccc(N4CCOCC4)nn3)CC2)c1 the results were CTSL1 counter -1, TPT1 inh 0, proCasp7 act 8, PP1 inh -6, Efflux pump mplx 0.0, GASC-1 inh 4, PP5 primary -1.2, core dimer inh 4 and proCasp3 act 1.
`Cn1c(SCC(=O)N/N=C/c2ccccn2)nnc1-c1ccccc1` gave CTSL1 counter -1, TPT1 inh 1, proCasp7 act 3, PP1 inh 0, Efflux pump mplx 0.1, GASC-1 inh 0, PP5 primary -1.7, core dimer inh -4 and proCasp3 act 5.

Compound activity from PubChem BioAssay.
